# From PubChem BioAssay
# CHO-K1 Ca PAM: counter-screen for M1 PAMs: effect in parental CHO-K1 cells; ATP EC20, Fluo-8 calcium fluorescence; 0% at ATP EC20, 100% at ATP max; activation, % at 3 µM; 360,000 compounds, 0.02% hits; AID 602247;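 active = activation above the run cutoff, the mean activation of all test compounds plus 3 SD, cut at about 40% in these data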;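 also: peak over basal fluorescence ratio in a 140 s read after ATP addition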
# TAAR1 antagonist: human TAAR1 antagonism. Q96RJ0. CHO RD-HGA16 TAAR1, Fluo-8 calcium fluorescence, antagonist. inhibition, % at 3 µM. 360,000 compounds, 1.5% hits. AID 624466;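 active = inhibition above a per-plate cutoff, the mean inhibition of test compounds on that plate plus 3 SD, cut at about 49% in these data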;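 also: 0% = DMSO plus EC80 beta-PEA response and 100% = DMSO alone without agonist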
#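 Assay system: CHO-derived RD-HGA16 cells stably expressing human TAAR1 plus Gα16. Timing: 140 s kinetic read after compound, 140 s after agonist. Technique: kinetic Fluo-8 calcium fluorescence measurement. Measure: % inhibition of agonist calcium response.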
# M4 PAM: positive allosteric modulators of human muscarinic M4 receptor. activation, % at 3 µM. P08173. CHO-K1 hM4/Gqi5, Fluo-8 calcium fluorescence, ACh EC20; 0% = ACh EC20, 100% = maximal ACh. 360,000 compounds, 0.4% hits;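 active = activation above its plate's cutoff, the mean activation of sample wells plus 3 SD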; also: some results filed as inactive read as strong as hits
# Target sequence (P08173 whole entry, looked up): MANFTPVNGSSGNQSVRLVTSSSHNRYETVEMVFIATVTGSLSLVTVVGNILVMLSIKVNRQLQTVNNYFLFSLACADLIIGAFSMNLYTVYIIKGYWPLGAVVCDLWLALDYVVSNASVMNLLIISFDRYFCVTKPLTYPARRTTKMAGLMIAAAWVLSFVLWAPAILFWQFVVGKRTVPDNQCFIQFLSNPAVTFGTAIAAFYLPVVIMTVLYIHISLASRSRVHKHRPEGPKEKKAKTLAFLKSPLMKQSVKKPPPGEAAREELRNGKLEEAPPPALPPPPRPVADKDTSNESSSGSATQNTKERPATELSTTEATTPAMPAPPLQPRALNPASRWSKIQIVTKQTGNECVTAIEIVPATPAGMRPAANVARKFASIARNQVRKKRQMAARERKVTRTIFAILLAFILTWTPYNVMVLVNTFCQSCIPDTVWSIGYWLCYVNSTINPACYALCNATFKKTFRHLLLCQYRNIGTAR
# CHRM5 agonist: agonists of human muscarinic M5 receptor (CHRM5); 360,000 compounds, 0.19% hits; activation, % at 3 µM; AID 624037; P08912; CHO-K1 hM5 cells, Fluo-8 calcium fluorescence; 0% DMSO wells, 100% maximal acetylcholine response;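 active = activation above the run's mean over test compounds plus 3 SD, cut at about 23% in these data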;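 also: signal is peak over basal fluorescence ratio across the kinetic read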
# Target sequence (P08912 whole entry, looked up): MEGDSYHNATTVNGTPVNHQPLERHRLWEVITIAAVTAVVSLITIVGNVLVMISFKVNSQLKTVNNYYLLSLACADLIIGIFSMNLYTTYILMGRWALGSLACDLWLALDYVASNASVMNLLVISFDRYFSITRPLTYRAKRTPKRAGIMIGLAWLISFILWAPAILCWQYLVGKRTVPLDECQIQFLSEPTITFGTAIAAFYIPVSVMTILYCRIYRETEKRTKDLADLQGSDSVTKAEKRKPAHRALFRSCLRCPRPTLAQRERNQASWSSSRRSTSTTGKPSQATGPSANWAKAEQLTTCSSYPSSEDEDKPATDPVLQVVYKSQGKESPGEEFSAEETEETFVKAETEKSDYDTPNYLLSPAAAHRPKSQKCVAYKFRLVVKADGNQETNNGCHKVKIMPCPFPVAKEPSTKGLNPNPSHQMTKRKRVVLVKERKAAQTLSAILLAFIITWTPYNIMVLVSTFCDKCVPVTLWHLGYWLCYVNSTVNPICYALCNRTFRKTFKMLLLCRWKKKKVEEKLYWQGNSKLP
# CRFR2-BP antag: antagonists of CRF-binding protein/CRF-R2 receptor complex | HEK293 CRF-R2/CRF-BP, CRF-induced calcium fluorescence | inhibition, % at 11.8 µM | 350,000 compounds, 0.59% hits;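 active = inhibition of the ligand-induced calcium signal above about 50% at the single tested concentration, limit read from the data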
# TAAR1 ag: human TAAR1 agonism; 360,000 compounds, 0.99% hits; Q96RJ0; activation, % at 3 µM; CHO RD-HGA16 TAAR1, Fluo-8 calcium fluorescence; vehicle wells 0%, saturating PEA agonist 100%;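 active = activation above the mean activation of all test compounds in the run plus 3 SD, cut at about 38% in these data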
#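 System: CHO RD-HGA16 cells carrying human TAAR1 plus Gα16; Incubation: 17-24 h seeding, 75 min 37 °C dye, 30 min RT; Measured by: Fluo-8 fluorescence, 5 s baseline then 140 s kinetic read; Control set: DMSO and PEA EC100; Replication: single well for each compound.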
# M5 antag: blocks acetylcholine activation of human M5 receptor | P08912 | inhibition, % at 3 µM | 360,000 compounds, 0.59% hits | AID 624040 | CHO-hM5 cells, Fluo-8 calcium fluorescence, ACh EC80;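 active = inhibition above a per-plate cutoff, the mean of that plate's test compounds plus 3 SD, cut at about 27% in these data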;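 also: 0% = acetylcholine EC80 with DMSO and 100% = DMSO without agonist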
# CHRM5 PAM: positive allosteric modulators of human muscarinic M5 receptor. P08912. CHO-K1 hM5, Fluo-8 calcium, ACh EC20 PAM; 0% = ACh EC20, 100% = ACh EC100. activation, % at 3 µM. 360,000 compounds, 0.3% hits. AID 624038;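 active = activation above the run cutoff, the mean activation of all test compounds plus 3 SD, cut at about 18% in these data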
#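 Probe or stimulus: acetylcholine, EC20 level; Assay system: human M5 receptor in CHO-K1 cells; Schedule: compound preincubation 140 s before EC20 acetylcholine addition; Technique: intracellular calcium via Fluo-8 fluorescence; Dosing: single-point, 3 µM nominal; Read-out basis: percent activation from peak-over-basal fluorescence ratio, scaled EC20-to-EC100 acetylcholine; Repeats: one well per compound, no replicates.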
# CRFBP-R2 agonist: agonists of human CRF-binding protein/CRF-R2 receptor complex; HEK293 CRF-R2/CRF-BP, calcium dye fluorescence (FLIPR); percent of saturating CRF peptide response; 350,000 compounds, 0.46% hits; activation, % at 13.2 µM;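 active = activation of at least 50%, plus an integration ratio under a set limit after plate pattern correction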;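 also: plate controls were neutral control wells without compound for no effect and CRF at EC100 for full effect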
# Active calls of the source: *; . = no result given.
SMILES,CHO-K1 Ca PAM,TAAR1 antagonist,M4 PAM,CHRM5 agonist,CRFR2-BP antag,TAAR1 ag,M5 antag,CHRM5 PAM,CRFBP-R2 agonist
CCOC(=O)CC(NC(=O)c1ccc(C)cc1)c1ccc(OC)cc1 (stereo not drawn),23,-23,0,3,-12,0,7,3,-2.3
CCCN1CN(Cc2ccco2)c2nc3ccccc3n2C1,-1,-16,-2,2,11,31,9,2,2.2
CCOc1ccccc1N1C(=O)CC(Sc2ncccc2C(=O)O)C1=O (stereo not drawn),13,-12,-9,2,0,9,-2,-1,0.0
O=C(C1=C[C@@H](c2ccc(C(F)(F)F)cc2)C[C@@H](OCCCCO)O1)N1CCOCC1,18,12,4,1,-4,1,8,3,0.3
COc1ccc(N2C(=O)CC(N3CCC(c4nc5ccccc5[nH]4)CC3)C2=O)cc1 (stereo not drawn),18,-3,-2,4,20,6,1,2,-0.4
NC(=O)c1ccccc1N/C=C/C(=O)c1ccc(F)cc1,20,13,2,-7,-6,-1,-5,2,-1.7
O=C(O)CN1C(=O)S/C(=C\c2cccnc2)C1=O,-6,-19,12,-4,-2,4,5,3,-1.0
CC(C)(C)NC(=O)NC(=O)COC(=O)CNC(=O)c1cc(Cl)cc([N+](=O)[O-])c1,9,-3,0,2,0,0,-2,2,-0.5
O=c1[nH][nH]c(C(F)(F)F)c1C=NCc1cccc(Cl)c1,14,11,1,-1,-6,43*,-4,9,-0.9
CC(O)c1cccc(NC(=O)CCCc2ccccc2)c1 (stereo not drawn),13,10,-1,1,10,3,5,-1,0.1
COc1ccc(CNC(=O)C(=O)NCC2OCCN2C(=O)c2ccc(OC)cc2)cc1 (stereo not drawn),-4,-11,3,-4,10,0,23,-2,-1.9
O=C(NCC(c1cccnc1)N1CCN(c2ccccc2F)CC1)OCc1ccccc1 (stereo not drawn),8,3,-11,-2,-14,2,-2,-10,-0.8
Cn1nc(C(C)(C)C)cc1N1C(=O)CCC1(C)C(=O)Nc1ccc2ccccc2c1 (stereo not drawn),1,13,2,6,.,17,8,-10,.
O=C(COc1c(Br)cc(Br)c2cccnc12)N1CCCCC1,8,-16,9,-4,-7,12,5,8,-1.5
CCOC(=O)C1=C(CN2CCc3ccccc32)NC(=O)NC1c1cccc([N+](=O)[O-])c1 (stereo not drawn),-14,20,-3,-3,-130,12,3,-6,21
COc1cc(/C=N/NC(=O)Cc2cccs2)c([N+](=O)[O-])cc1OC,17,-19,3,2,8,-1,5,-5,1.5
Cc1ccc(N2CC(C(=O)OCc3ccc([N+](=O)[O-])cc3)CC2=O)cc1 (stereo not drawn),4,18,-22,-5,17,7,0,-10,-0.8
CCC(Sc1nc(-c2ccccc2)cc(=O)[nH]1)C(=O)O (stereo not drawn),6,-10,2,0,20,0,4,-1,-1.9
Cc1ccc(N(CC(=O)N2CCCCCC2)S(=O)(=O)c2ccccc2)cc1,0,-14,-2,-4,-10,-3,12,-4,-1.0
Cc1ccc(-n2ncc3c(SCC(N)=O)ncnc32)cc1C,-6,6,-3,9,-4,6,-9,13,-0.6
CCCOc1ccc(/C=N/Nc2ccccn2)cc1OC,18,-15,0,1,-8,-2,9,-4,0.3
O=C(c1ccc(-c2cc(O)c3ncccc3c2)cc1)N1CCNCC1,18,-5,1,-1,2,9,-3,-4,-0.6
COC(=O)c1cccc(NC(=O)c2nn(C)c(=O)c3ccccc23)c1,7,25,-2,-3,17,7,7,3,-0.1
Cc1ccc(CN2CCCC2(C)C(=O)NC(C)C)cc1 (stereo not drawn),-2,-33,-4,0,.,7,1,-1,.
C=CCNC(=S)NNC(=O)COc1ccc(Br)cc1,30,10,11,1,6,2,-3,-1,-1.2

# Three of the entries above in order of the CHRM5 agonist value, descending.
SMILES	TAAR1 antagonist	M4 PAM	CHRM5 agonist	CRFR2-BP antag	M5 antag	CHRM5 PAM	CRFBP-R2 agonist
Cc1ccc(-n2ncc3c(SCC(N)=O)ncnc32)cc1C	6	-3	9	-4	-9	13	-0.6
CCOc1ccccc1N1C(=O)CC(Sc2ncccc2C(=O)O)C1=O (stereo not drawn)	-12	-9	2	0	-2	-1	0.0
Cc1ccc(N(CC(=O)N2CCCCCC2)S(=O)(=O)c2ccccc2)cc1	-14	-2	-4	-10	12	-4	-1.0

# Additional results
SMILES,CHO-K1 Ca PAM,TAAR1 antagonist,M4 PAM,CHRM5 agonist,CRFR2-BP antag,TAAR1 ag,M5 antag,CHRM5 PAM,CRFBP-R2 agonist
Cc1nn(-c2ccccc2)c(C)c1/C=N/n1c(-c2ccc(Cl)cc2)n[nH]c1=S,25,3,4,1,16,3,4,4,1.5
C#CCNC(=O)C1CCN(c2cc(C)nc(-c3ccccc3)n2)CC1,19,15,-6,0,-5,-2,5,-10,-1.0
COc1ccc(C(=O)OCc2cc(=O)n3c(C)csc3n2)cc1F,-9,8,4,2,-10,20,7,-3,1.2
O=C(NC1C2CC3CC(C2)CC1C3)c1ccc(Br)o1 (stereo not drawn),-15,-28,-3,0,-13,7,6,-3,2.2
CCSc1nnc(-c2cccc(S(=O)(=O)N(CC)CC)c2)n1Cc1ccccc1,3,60*,-7,6,12,11,-5,-14,-0.5
CCCc1nnc(SCC(=O)Nc2cccc(C(F)(F)F)c2)o1,4,-6,1,2,4,6,8,-2,-1.0
FC(F)(F)c1cccc(N2CCC(N=CN3CCCCCC3)=N2)c1,26,7,0,-3,-14,-1,-7,-2,-1.9
O=C(O)c1ccc(S(=O)(=O)N2CCc3ccccc3C2)cc1,15,-9,-3,3,-9,15,-8,11,-1.4
CCN1CCCC1CNC(=O)c1ccc(Sc2ccc(F)cc2)c([N+](=O)[O-])c1 (stereo not drawn),7,-17,-29,-19,-8,7,13,-23,1.7
OCc1cn(-c2ccc(Cl)cc2)nn1,-2,8,1,1,11,8,2,-7,3.0
Cc1cc(N2CCN(C(C(=O)NC3CCCC3)c3ccco3)CC2)c2ccccc2n1 (stereo not drawn),.,0,-6,-3,.,0,9,-4,.
C(=C\c1nc(-c2ccccc2)no1)/c1ccccc1,16,-8,0,-1,-7,2,-9,2,-0.4
N#Cc1cnn(-c2ccc([N+](=O)[O-])cc2[N+](=O)[O-])c1N,12,14,0,0,-15,0,4,-1,-3.2
COC(=O)c1c(-c2cccnc2)csc1NC(=O)c1cc(C)on1,11,23,2,1,2,9,-1,-5,6.8
COc1ccccc1NC(=O)CSc1nc(N)c(-c2ccccc2)c(=O)[nH]1,1,18,3,1,29,12,-1,-1,-0.1
CC(=O)N1CCN(CC(=O)Nc2ccc([N+](=O)[O-])cc2Br)CC1,8,-20,-3,-5,14,0,6,-4,-0.2
CCCC[C@H]1COCCS(=O)(=O)N1Cc1ccc(Br)cc1,13,-5,-12,-10,-7,2,9,-3,-0.2
CCOC(=O)c1c(NC(=O)c2ccc(S(=O)(=O)N3CCOCC3)cc2)sc2c1CCN(C)C2,11,4,19*,2,-10,1,-4,0,2.4
CC(=O)c1ccc(NC(=O)CCNS(=O)(=O)c2ccccc2F)cc1,24,-8,3,-2,3,1,7,-4,-0.8
Nc1ccc(SC(F)(F)F)cc1,5,-33,6,-6,-4,1,0,5,1.3
CCOC(=O)NNc1ccccc1,17,10,0,-1,10,0,3,-1,0.3
COC(=O)Cc1cc(OC)c(OC)cc1Cc1cc(OC)c(OC)cc1CC(=O)OC,16,0,12,-1,-15,2,-15,4,-2.0
COCCN1CCN(C(=O)C2CCC(=O)N(Cc3cccc(C(F)(F)F)c3)C2)CC1 (stereo not drawn),12,-2,5,-3,4,1,2,2,1.5
CCN1c2ccccc2-c2nc3ccccc3n2C1c1ccncc1 (stereo not drawn),-2,-9,8,-3,11,-1,-5,-3,-1.1
C[C@@H](OC(=O)N(C)Cc1ccccc1)[C@H]1O[C@]2(C)CCCC[C@H]1O2,16,13,4,2,3,7,-1,5,-2.1

# Remaining list, next part.
SMILES,CHO-K1 Ca PAM,TAAR1 antagonist,M4 PAM,CHRM5 agonist,CRFR2-BP antag,TAAR1 ag,M5 antag,CHRM5 PAM,CRFBP-R2 agonist
CCn1c(Sc2nc(C)nc3scc(-c4cccs4)c23)n[nH]c1=O,-5,4,-3,0,7,1,-3,0,-0.8
O=C(CNC(=O)c1ccccc1F)Nc1ccc2c(c1)OCO2,18,0,8,1,7,1,-3,8,0.1
COc1cc(S(=O)(=O)N(Cc2cccs2)C2CC2)ccc1-n1cnnn1,19,7,-6,-1,1,3,5,-4,0.3
CCn1c(SCC(=O)c2ccccc2)nc2sc3c(c2c1=O)CCN(C)C3,9,7,-19,-1,-44,7,-8,11,0.6
Cc1cc(S(=O)(=O)Nc2ccc(C(=O)NCC(C)(C)N3CCOCC3)cc2)ccc1F,11,-7,-2,-4,54*,0,4,4,-0.5
NS(=O)(=O)c1ccc(O)c(N2C(=O)c3cccc4c(C(=O)O)ccc(c34)C2=O)c1,5,-1,1,-5,19,4,-3,4,0.1
C=CCNC(=O)CSc1nc2scc(-c3ccco3)c2c(=O)n1CC=C,4,-10,-3,0,3,4,14,-1,-4.5

# In the list so far, these have a nitro group on carbon.
SMILES,CHO-K1 Ca PAM,TAAR1 antagonist,M4 PAM,CHRM5 agonist,CRFR2-BP antag,TAAR1 ag,M5 antag,CHRM5 PAM,CRFBP-R2 agonist
CC(C)(C)NC(=O)NC(=O)COC(=O)CNC(=O)c1cc(Cl)cc([N+](=O)[O-])c1,9,-3,0,2,0,0,-2,2,-0.5
CCOC(=O)C1=C(CN2CCc3ccccc32)NC(=O)NC1c1cccc([N+](=O)[O-])c1 (stereo not drawn),-14,20,-3,-3,-130,12,3,-6,21
COc1cc(/C=N/NC(=O)Cc2cccs2)c([N+](=O)[O-])cc1OC,17,-19,3,2,8,-1,5,-5,1.5
Cc1ccc(N2CC(C(=O)OCc3ccc([N+](=O)[O-])cc3)CC2=O)cc1 (stereo not drawn),4,18,-22,-5,17,7,0,-10,-0.8
CCN1CCCC1CNC(=O)c1ccc(Sc2ccc(F)cc2)c([N+](=O)[O-])c1 (stereo not drawn),7,-17,-29,-19,-8,7,13,-23,1.7
N#Cc1cnn(-c2ccc([N+](=O)[O-])cc2[N+](=O)[O-])c1N,12,14,0,0,-15,0,4,-1,-3.2
CC(=O)N1CCN(CC(=O)Nc2ccc([N+](=O)[O-])cc2Br)CC1,8,-20,-3,-5,14,0,6,-4,-0.2

# Compounds as they come; 4.2% or so of the library scored in one or more.
